DT40 TDP1 no CPT: qHTS for Inhibitors of human tyrosyl-DNA phosphodiesterase 1 (TDP1): qHTS in cells in absence of CPT; DT40 Tdp1-/- hTDP1 cells, no CPT, ATP luminescence, 48 h; Potency, µM (doses to about 46.2 µM), without a hit: at the top dose activity change, negative = growth inhibition, most hits filed as inhibitors; actives 15% (n = 420,000); AID 686978, 2013; note: nearly all actives have a fitted effect of over 55% in size
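A cellular qHTS used chicken DT40 cells lacking endogenous Tdp1 but carrying stably transfected human TDP1. Compounds were applied without camptothecin, and cell growth kinetics were judged by ATP-dependent luminescence after ≥48 hr.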
KAT2A inh: inhibitors of human GCN5L2 histone acetyltransferase | GCN5L2 HAT assay, ThioGlo1 CoA-SH fluorescence | Q92830 | Potency, µM (top dose mostly 58.9 µM), for inactives: top-dose activity change, negative = inhibition, hits mostly inhibitors | actives 0.21% (n = 390,000)
Target sequence (Q92830 whole entry, looked up): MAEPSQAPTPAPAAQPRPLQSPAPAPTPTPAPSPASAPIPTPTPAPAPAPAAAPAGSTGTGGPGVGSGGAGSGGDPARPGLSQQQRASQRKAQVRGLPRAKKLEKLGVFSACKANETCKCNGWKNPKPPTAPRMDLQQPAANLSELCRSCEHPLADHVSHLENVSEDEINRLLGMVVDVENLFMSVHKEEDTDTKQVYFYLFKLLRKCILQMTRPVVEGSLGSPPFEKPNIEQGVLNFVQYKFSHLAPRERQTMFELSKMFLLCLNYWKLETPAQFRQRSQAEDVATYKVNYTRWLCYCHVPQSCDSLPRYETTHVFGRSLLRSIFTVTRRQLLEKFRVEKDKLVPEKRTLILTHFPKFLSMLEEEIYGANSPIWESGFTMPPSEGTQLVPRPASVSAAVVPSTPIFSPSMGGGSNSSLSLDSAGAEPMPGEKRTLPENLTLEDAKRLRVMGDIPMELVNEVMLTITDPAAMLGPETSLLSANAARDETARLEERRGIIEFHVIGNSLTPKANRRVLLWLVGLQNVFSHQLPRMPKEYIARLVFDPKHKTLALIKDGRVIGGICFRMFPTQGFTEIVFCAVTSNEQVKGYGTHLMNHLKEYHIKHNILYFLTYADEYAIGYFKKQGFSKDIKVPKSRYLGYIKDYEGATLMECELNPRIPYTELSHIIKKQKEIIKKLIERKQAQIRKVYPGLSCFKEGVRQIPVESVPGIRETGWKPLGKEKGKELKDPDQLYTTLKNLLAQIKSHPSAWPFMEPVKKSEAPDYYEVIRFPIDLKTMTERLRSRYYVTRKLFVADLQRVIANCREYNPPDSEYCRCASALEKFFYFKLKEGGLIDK
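Enzyme at 20nM final was mixed with library compounds for 15 min at room temperature. Peptide H3(1-25) at 75uM, acetyl-CoA at 70uM and ThioGlo1 at 50uM were then added. Plates were read immediately and after 20 min (Ex340nm/Em540nm).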
DT40 TDP1 CPT: growth inhibition of DT40 Tdp1-/-;hTDP1 cells with camptothecin (screen for TDP1 inhibitors); chicken DT40 Tdp1-/-;hTDP1 cells + 20 nM CPT, ATP luminescence, 48 h; Potency, µM (series often up to 46.2 µM), for inactives: top-dose activity change, negative = growth inhibition, actives largely listed as inhibitors; actives 12% (n = 420,000); AID 686979; note: nearly all actives have a fitted effect of over 55% in size
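Chicken DT40 Tdp1-/- cells complemented with human TDP1, 400 cells/well, exposed to compounds plus 20 nM camptothecin for at least 48 h at 37 C; viability read as ATP content by CellTiter-Glo luminescence.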
An asterisk follows results filed as active; ? = inconclusive; / = no result given; & = joins results of further samples; [ ] = remark or other dose. Calls come from the whole dose curve; as a rule, active = well fitted curve in the direction sought with a large enough effect; inconclusive = small, poorly fitted or top-dose-only effect, or another doubt; inactive = no such curve, though single readings can be large; an effect the other way counts as inactive or inconclusive. % is set by controls: 0 for no effect and ±100 for the full control effect; potency is the fitted concentration of half-maximal effect.

SMILES	DT40 TDP1 no CPT	KAT2A inh	DT40 TDP1 CPT
CN1C/C(=C\c2ccc(N3CCOCC3)cc2)C(=O)/C(=C/c2ccc(N3CCOCC3)cc2)C1	21µM*	-5%	?
CC(C)OC(=O)CC(=O)CSc1nc2c(cc1C#N)CCCCCC2	-8%	-2%	3%
Cc1ccc(S(=O)(=O)NNC(=O)c2ccncc2)cc1[N+](=O)[O-]	-11%	-29%	11%
Cc1ccc(Nc2ccc(-n3ccnc3)nn2)cc1C	-21%	-6%	-10%
Cc1ccc2c(C)c(C(=O)N(Cc3ccncc3)CC3CCCO3)oc2c1C (stereo not given)	21µM*	?	26µM*
CC(C)(C)C1CCN2CCCC(c3ccc([N+](=O)[O-])cc3)(C1)C21OCCO1 (stereo not given)	?	/	21µM*
Cn1nnc2c[n+](CC(=O)c3ccc4ccccc4c3)cc(Br)c21	15µM*	-23%	?
Cc1cc(NC(=O)COC(=O)c2cnccn2)ccc1Br	-10%	-2%	-20%
COc1cccc(CNCCSc2nnnn2C)c1OCc1ccccc1Cl	21µM*	0%	?
COc1ccc(/C=N/NC(=S)Nc2ccccc2)cc1COc1ccc(F)cc1	-104%	-4%	1%
Cc1cccc(C(CC(=O)N2CCCC2)c2ccccc2)c1O (stereo not given)	?	-2%	-11%
O=C(NCCn1cc(SCc2ccccc2Cl)c2ccccc21)c1cccs1	?	-5%	23µM*
COCCn1nnnc1CN1CCOCC1	-4%	-2%	-7%
COc1cccc(NC(=O)CCC2CCN(C(=O)c3cccc(NC(C)=O)c3)CC2)c1	2%	?	0%
Cc1ccc(S(=O)(=O)N2CCOCC2)cc1NC(=O)Cn1nnc(-c2ccccc2)n1	-23%	/	-19%
Cc1ccc(/C=N/NC(=O)Cc2c(F)cccc2Cl)s1	-21%	5%	-1%
O=C(O)c1ccc(NC2=C(N3CCOCC3)C(=O)c3ccccc3C2=O)cc1	?	-3%	?
O=C(NCC(=O)N1CCCCCC1)c1ccc(Br)cc1	-1%	-10%	33%[activator]
CCOc1ccccc1NC(=O)c1c(NCc2sccc2C)sc2c1CCCCC2	15µM*	-13%	8.2µM*
CC1CC1C(=O)OCC(=O)c1c(N)n(C)c(=O)n(C)c1=O (stereo not given)	9%	-1%	-2%
CCNC(=S)N1CCC(C(=O)c2ccc(F)cc2)CC1	-10%	/	?
COc1ccc(NC(=O)N2CCN(S(C)(=O)=O)CC2)c(OC)c1	-19%	-7%	21%
C/C(=N/NC(=O)OC(C)(C)C)c1ccco1	-3%	-1%	5%
COc1cc(CCC(=O)Nc2cccc(S(=O)(=O)N(C)C)c2)cc(OC)c1OC	26µM*	4%	?
O=C(CSc1ncc(-c2ccc(F)cc2)[nH]1)NCc1ccco1	?	-6%	?
Next section.
SMILES	DT40 TDP1 no CPT	KAT2A inh	DT40 TDP1 CPT
Cc1nc2c3ccccc3nc(NNC(=O)CCC(=O)N3CCCC(C)C3)n2n1 (stereo not given)	-17%	-3%	-1%
Cc1ccc(C(=O)c2ccccc2C(=O)OCC(=O)N2CCCC2)cc1	-1%	-3%	-6%
COc1ccc(-c2sc3ccccc3c2-c2ccc(OC)cc2F)cc1	?	/	3%
O=C(NNC(=S)Nc1ccc(Cl)cc1Cl)c1cccnc1	9%	-1%	7%
Cc1cccc(NC(=O)Cc2csc(COc3cccc(C)c3)n2)c1	-21%	-12%	-22%
CCc1nnc(NC(=O)C2CCCN2S(=O)(=O)c2ccc(C)cc2)s1 (stereo not given)	-6%	-7%	2%
O=C(CNC(=O)c1cccs1)N/N=C/c1cccc(Br)c1	-5%	-26%	-8%
CCOC(=O)N1CCC(N2CCN(S(=O)(=O)c3ccc(Cl)cc3)CC2)CC1	-28%	2%	?
CCCc1ccc(C(O)c2ncc(-c3ccc(OC)cc3)[nH]2)cc1 (stereo not given)	?	/	?
N[C@H](C(=O)O)c1ccc(O)c(C(=O)O)c1	7%&-2%	?	25%&5%
Cc1ccc(OCc2nnc(SCC(=O)Nc3cc(C)on3)n2C)cc1	-1%	-5%	1%
O=C(Nc1ccc2oc(-c3cccnc3)nc2c1)c1cccc(Br)c1	5%	1%	-1%
Cc1nc(C)c(C(=O)NNC(=O)Nc2ccc(Cl)cc2)s1	-16%	9%	-4%
O=C(Nc1cccc(S(=O)(=O)NC2=NCCC2)c1)c1ccc(OC(F)F)cc1	?	2%	-30%
Nn1c(Cc2ccccc2F)nnc1SCn1nnc2ccccc2c1=O	-5%	-10%	6%
CCc1ccc(/C=C2/C(=O)N(C)C(=S)N2CC(=O)OC)s1	-21%	-2%	-25%
CCc1ccccc1NC(=O)c1sc2nc3n(c(=O)c2c1C)CCC3	?	-11%	-15%
COC(=O)C1CCN(Cc2ccc3c(c2)CN(C(=O)c2cc(C4CC4)on2)CCO3)CC1	-19%	/	16%[9.04 µM]
O=C(Nc1ccc(S(=O)(=O)N2CCOCC2)cc1)c1cc([N+](=O)[O-])ccc1Cl	?	0%	16µM*
O=C(CCN1C(=O)c2cccc3cccc(c23)C1=O)Nc1ccon1	-4%	1%	-1%
Cc1ccc(CNC(=O)Cn2cc(C(=O)c3ccc(F)cc3)c(=O)c3ccc(C)nc32)cc1	?	-5%	?
Cn1c(=O)c2c(nc(Oc3ccccc3)n2C)n(C)c1=O	-19%	-8%&-3%	-18%
O=[N+]([O-])c1cccnc1N1CCC(c2cc(-c3ccc(Cl)cc3)n[nH]2)CC1	21µM*	2%	21µM*
Cc1cc(NC2CCCCC2)nc(NCc2ccccc2)n1	4.6µM*	-3%	4.6µM*
CCOC(=O)CN(C(=O)CSc1nnc(CNc2ccc(C)cc2C)n1CC)c1ccccc1	?	17%	?

A stretch taken from the entries so far, for reference:
SMILES	DT40 TDP1 no CPT	KAT2A inh	DT40 TDP1 CPT
O=C(NNC(=S)Nc1ccc(Cl)cc1Cl)c1cccnc1	9%	-1%	7%
Cc1cccc(NC(=O)Cc2csc(COc3cccc(C)c3)n2)c1	-21%	-12%	-22%
CCc1nnc(NC(=O)C2CCCN2S(=O)(=O)c2ccc(C)cc2)s1 (stereo not given)	-6%	-7%	2%
O=C(CNC(=O)c1cccs1)N/N=C/c1cccc(Br)c1	-5%	-26%	-8%
CCOC(=O)N1CCC(N2CCN(S(=O)(=O)c3ccc(Cl)cc3)CC2)CC1	-28%	2%	?
CCCc1ccc(C(O)c2ncc(-c3ccc(OC)cc3)[nH]2)cc1 (stereo not given)	?	/	?
N[C@H](C(=O)O)c1ccc(O)c(C(=O)O)c1	7%&-2%	?	25%&5%
Cc1ccc(OCc2nnc(SCC(=O)Nc3cc(C)on3)n2C)cc1	-1%	-5%	1%
O=C(Nc1ccc2oc(-c3cccnc3)nc2c1)c1cccc(Br)c1	5%	1%	-1%
Cc1nc(C)c(C(=O)NNC(=O)Nc2ccc(Cl)cc2)s1	-16%	9%	-4%
O=C(Nc1cccc(S(=O)(=O)NC2=NCCC2)c1)c1ccc(OC(F)F)cc1	?	2%	-30%
Nn1c(Cc2ccccc2F)nnc1SCn1nnc2ccccc2c1=O	-5%	-10%	6%
CCc1ccc(/C=C2/C(=O)N(C)C(=S)N2CC(=O)OC)s1	-21%	-2%	-25%
CCc1ccccc1NC(=O)c1sc2nc3n(c(=O)c2c1C)CCC3	?	-11%	-15%
COC(=O)C1CCN(Cc2ccc3c(c2)CN(C(=O)c2cc(C4CC4)on2)CCO3)CC1	-19%	/	16%[9.04 µM]

Later entries
SMILES	DT40 TDP1 no CPT	KAT2A inh	DT40 TDP1 CPT
CN(C)S(=O)(=O)c1ccc(NC(=O)Cn2ccsc2=N)cc1	-7%	-16%	-13%
CC(=O)c1ccc(Oc2ncnc(N)c2[N+](=O)[O-])cc1	?	-17%	23µM*
COc1ccc(C(=O)n2nc(-c3ccc(Cl)cc3)nc2NCc2ccco2)cc1	?	3%	?
COc1ccc(NS(=O)(=O)c2ccc3nc(COc4cccc5ccccc45)[nH]c3c2)cc1	21µM*	-11%	16µM*
COc1ccc(C2CCCN2CC(O)COc2ccccc2C(C)C)cc1 (stereo not given)	13µM*	-5%	23µM*
O=C1NCC(O)=C1C=NC12CC3CC(CC(C3)C1)C2	0%&-19%	2%	16%&0%
O=C(O)C1CCCN1c1ncccc1[N+](=O)[O-] (stereo not given)	1%	1%	22%
Clc1ncccc1-c1nc2ccccc2n1Cc1ccccc1	?	-5%	?
COc1ccccc1N1CCN(C(=O)CN2C(=O)c3ccccc3C2=O)CC1	?	1%	-10%
O=C(NCc1ccccc1)c1cccc(NC(=O)C2CCCCC2)c1	?	/	?
O=C(CCc1nnc(-c2ccsc2)o1)NCc1ccccc1OC(F)(F)F	?	-12%	2%
O=C1OC(=O)C2C3CCC(O3)C12 (stereo not given)	-10%&9%	5%&-5%	11%&6%
COc1ccc(CN2CCN(C(C)C)C(CCO)C2)cc1Cn1cccn1 (stereo not given)	-1%	-15%	14%
O=C(Nc1c(C(=O)c2ccc(F)cc2)oc2ccccc12)c1cc(-c2ccccc2)on1	-26%	1%	-24%
COC(=O)c1c(NC(=O)COc2ccc(Cl)cc2C)sc2c1CCCCC2	-8%	1%	-23%
Cc1cccc(NC(=O)C2c3ccccc3C(=O)N3CCc4ccccc4C23)n1 (stereo not given)	?	-15%	?
CCOC(=O)CN1C(=O)C(O)=C(C(C)=O)C1c1ccc([N+](=O)[O-])cc1 (stereo not given)	-14%	0%	30%[activator]
Cc1cc(=O)c2ccccc2s1	-3%	2%	-16%
Cc1ccc(NC(=O)CSCC(=O)Nc2ccc(N3CCOCC3)cc2N2CCOCC2)cc1	-6%	-1%	-22%
CC1=C(C(=O)Nc2cccc(C(=O)NC3CCCC(C)C3C)c2)SCCO1 (stereo not given)	?	-23%	?
CCS(=O)(=O)c1ccc(O)c(NC(=O)COc2ccc(OC)cc2)c1	2%	-6%	7%
N#CC(C#N)=Cc1ccc(OCC(=O)N2CCOCC2)cc1	?	2%	21µM*
CC1CCN(S(=O)(=O)c2ccc3c(c2)n(C)c(=O)n3C)CC1	10%	?	0%
CCN([C@H](CO)CC(C)C)S(=O)(=O)c1ccccc1	?	1%	?
CCN(CC)S(=O)(=O)c1ccc(N2CCOCC2)c(NC(=O)COc2ccccc2C)c1	18µM*	-5%	21µM*
Next section:
SMILES	DT40 TDP1 no CPT	KAT2A inh	DT40 TDP1 CPT
COC(=O)C1=C(C)NC(=O)/C1=C\c1cc(C)n(-c2cccc(C)c2)c1C	16µM*	-14%	?
O=C(CSc1nnc(-c2ccco2)o1)N1c2ccccc2CCc2ccccc21	23µM*	-27%	?
Nc1ncn(-c2ncc(C(F)(F)F)cc2Cl)n1	1%	-5%	-7%
COC(=O)c1ccc2c(c1)NC(=O)C(N1CCOCC1)S2 (stereo not given)	-17%	-1%	-15%
Cc1c(C(=O)N2CC3CCC2C3)sc2ncnc(NCc3ccco3)c12 (stereo not given)	-27%	/	7%
CCN1CCN(CCCNC(=O)Cn2nc(C)n3c(cc4cc(C)ccc43)c2=O)CC1	-23%	1%	-12%
O=C(COC(=O)/C=C/c1ccccc1)NCCC1=CCCCC1	0%	9%	-2%
O=C1c2cccc3cccc(c23)C(=O)N1CCc1ccccc1	?	-6%	?
O=C(COc1ccccc1F)N/N=C1\CCCc2ccccc21	?	0%	?
COc1ccc(CNC(=O)CN2CCN(C(c3ccccc3)c3ccccc3)CC2)cc1	?	-6%	18µM*
O=C(NCCc1ccccc1)c1cccc(S(=O)(=O)N2CCCCC2)c1	?	-4%	-4%
COc1ccc(C(C)NC(=S)NCc2ccc(F)cc2)cc1 (stereo not given)	?	16%	18µM*
C=CCOc1ccc(NC(=O)C2CC(=O)N(C(C)C)C2)cc1 (stereo not given)	-16%	-4%	-21%
CCCC(C)C(=O)Nc1nc(C)c(-c2csc(Nc3cc(OC)ccc3OC)n2)s1 (stereo not given)	6.5µM*	-12%	4.6µM*
CC1=C(C(=O)Nc2ccc(F)cc2)C(c2ccncc2)C2=C(CCCC2=O)N1 (stereo not given)	-24%	-7%	-2%
Cc1cc(C)n2nc(C(=O)N3CCCC(CNS(=O)(=O)c4cccs4)C3)cc2n1 (stereo not given)	-28%	-4%	-12%
COc1cc(CN2CCCC(N3CCN(c4ccc(F)cc4)CC3)C2)ccc1F (stereo not given)	?	-3%	21µM*
O=C(Cc1cccs1)NCCS(=O)(=O)N1CCN(c2ccccc2)CC1	?	/	-27%
CC(=O)N[C@@H](Cc1c[nH]c2ccccc12)C(=O)NCc1ccccc1	-24%	-9%	0%
